High-throughput results: PubChem, National Center for Advancing Translational Sciences (NCATS)
TRHR PAM: qHTS for Small Molecule Agonists and Allosteric Enhancers of Human TRH Receptor: Primary Screen for Enhancers. Thyrotropin-releasing hormone receptor (Homo sapiens), P34981. TRHR cells, fluo-8 calcium fluorescence, EC20 TRH enhancement. 360,000 compounds, 0.66% hits. enhancement, % at 2 µM; in the data active = enhancement above about 30%; also: 0% is about no effect
Target sequence (P34981 whole entry, looked up): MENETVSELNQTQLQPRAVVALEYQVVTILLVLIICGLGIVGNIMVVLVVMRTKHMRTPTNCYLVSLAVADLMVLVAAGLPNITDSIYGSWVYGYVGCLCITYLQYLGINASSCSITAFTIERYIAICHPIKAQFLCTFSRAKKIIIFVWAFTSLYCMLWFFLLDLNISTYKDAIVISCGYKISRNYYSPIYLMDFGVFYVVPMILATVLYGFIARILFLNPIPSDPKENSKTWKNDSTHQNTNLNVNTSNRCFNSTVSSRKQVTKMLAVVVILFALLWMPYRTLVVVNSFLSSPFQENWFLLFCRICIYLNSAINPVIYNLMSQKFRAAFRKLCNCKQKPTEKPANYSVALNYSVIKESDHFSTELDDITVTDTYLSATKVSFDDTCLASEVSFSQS
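Enhancer read-out: after compound pinning and an initial kinetic agonist-mode read, an EC20 of TRH (10 nM final) was injected and fluo-8 calcium signal (Ex 480/Em 530) followed at 1 s/cycle for 100 cycles in TRHR-expressing cells.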
RXFP1 ag: qHTS Assay for Agonists of the Relaxin Receptor RXFP1; Relaxin receptor 1 (Homo sapiens), Q9HBX9; HEK293T-RXFP1 cAMP TR-FRET, 30 min; response scale: percent of porcine relaxin response, buffer zero; Potency, µM (top dose mostly 57.5 µM), for inactives: at the highest dose activation, actives largely listed as activators; 370,000 compounds, 0.3% hits; AID 2676, 2010; also: potency is read from the fitted curve at half-maximal effect; % is scaled to controls: 0 for no effect and ±100 for the full control effect; nearly all actives have a fitted effect of over 60% in size; many of its hits are not listed in these tables
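HEK293T cells stably expressing RXFP1 were pretreated with the PDE4 inhibitor Ro 20174, exposed to compounds for 30 min at 37C, lysed, and cAMP was read by TR-FRET. Data normalized to buffer (basal) and 29 nM porcine relaxin (100%).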
D1 antagonist: Antagonist of Human D 1 Dopamine Receptor: qHTS. 360,000 compounds, 3.2% hits. AID 504652, 2011. activity change, negative = inhibition, % at 10 µM. HEK293 TREx D1 cells, calcium flux, dopamine EC80; active compounds read low; in the data active = activity change below about -30%; also: % is scaled to controls: 0 for no effect and ±100 for the full control effect
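After overnight tetracycline induction at 30 C, force-coupled D1 HEK293 cells took up a no-wash calcium dye at room temperature. Compounds were added and monitored 180 s, and the response to EC80 dopamine was then recorded.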
Apoferritin bind: qHTS Assay for Identification of Novel General Anesthetics | Ferritin light chain (Equus caballus), P02791 | apoferritin/1-aminoanthracene competitive binding, fluorescence | Potency, µM (top dose mostly 77.5 µM), for the others: at the top dose activity change, negative = displacement, actives largely listed as inhibitors | 350,000 compounds, 0.074% hits; also: potency is read from the fitted curve at half-maximal effect; % is scaled to controls: 0 for no effect and ±100 for the full control effect; nearly all actives have a fitted effect of over 20% in size
Target sequence (P02791 2-175 limits assumed): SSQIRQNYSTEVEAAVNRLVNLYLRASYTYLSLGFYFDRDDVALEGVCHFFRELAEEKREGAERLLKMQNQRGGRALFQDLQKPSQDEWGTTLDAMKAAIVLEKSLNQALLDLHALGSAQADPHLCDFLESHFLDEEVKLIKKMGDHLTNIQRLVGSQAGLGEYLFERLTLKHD
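Concentration-response curves derived by four-parameter Hill fitting of normalized fluorescence, where compounds displaced 1-AMA from 10 uM horse apoferritin following a brief 10 min room-temperature incubation; propofol titration acted as positive control.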
D2 PAM: HTS Assay for Positive Allosteric Modulators of the Human D2 Dopamine Receptor: Primary Screen for Potentiators | D(2) dopamine receptor (Homo sapiens), P14416 | potentiation, % at 10 µM | HEK293 T-REx D2, calcium flux, EC20 dopamine potentiation | 340,000 compounds, 0.34% hits;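 active = potentiation over 3 SD above the plate norm, cut at about 30% in these data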; also: 0% is about no effect
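Tetracycline-induced HEK293 T-REx cells force-coupled to calcium signalling expressed D2; compounds were pin-added after a 10 s baseline, read kinetically 180 s, then an EC20 dopamine challenge followed with a further 180 s calcium read.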
D1 potentiator: Potentiators of Human D1 Dopamine Receptor: qHTS; D(1A) dopamine receptor (Homo sapiens), P21728; 360,000 compounds, 0.036% hits; HEK293 TREx D1 cells, calcium flux, dopamine EC20 potentiation; potentiation, % at 10 µM; AID 504651, 2011; in the data active = potentiation above about 30%; also: 0% is about no effect
D1 agonist: Allosteric Agonists of the Human D1 Dopamine Receptor: qHTS. 360,000 compounds, 1% hits. HEK293 T-REx D1 cells, calcium flux, agonist mode. activation, % at 2 µM. D(1A) dopamine receptor (Homo sapiens), P21728; in the data active = activation above about 30%; also: 0% is about no effect
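Tetracycline-induced HEK293 TREx D1 cells, force-coupled to calcium signalling, were dye-loaded with a no-wash calcium kit. Compound was pin-added after a 10 s baseline. Fluorescence was read kinetically at 1 cycle/s for 180 s, with calcium rises flagged as agonism.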
TRHR agonist: qHTS for Small Molecule Agonists and Allosteric Enhancers of Human TRH Receptor: Primary Screen for Agonists. Thyrotropin-releasing hormone receptor (Homo sapiens), P34981. TRHR cells, calcium flux fluo-8, FDSS agonist mode. activation, % at 2 µM. 360,000 compounds, 0.18% hits. AID 493084, 2011; in the data active = activation above about 30%; also: 0% is about no effect
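Fluo-8-loaded TRHR cells; 10 s baseline, compound added, kinetic Ca2+ fluorescence read 1/s, agonist mode.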
RXFP1 antagonist: qHTS Assay for Antagonists of the Relaxin Receptor RXFP1 | HEK293-RXFP1, relaxin-stimulated cAMP HTRF, 30 min; active compounds read low | 350,000 compounds, 0.59% hits | activity change, negative = inhibition, % at 57.5 µM;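 active = activity change of -60% or lower, but not beyond a set lower limit; inconclusive = change between -60% and -40%, or beyond the set limit; inactive = change above -40%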; also: % is scaled to controls: 0 for no effect and ±100 for the full control effect
Starred values were filed as active, the others as inactive; ? = inconclusive; nt = no result given. Unless noted, calls follow the shape of the dose curve; as a rule, active = well fitted curve in the direction sought with a large enough effect; inconclusive = small, poorly fitted or top-dose-only effect, or another doubt; inactive = no such curve, though single readings can be large; an effect the other way counts as inactive or inconclusive. The list is partial. The share of hits here may be higher or lower than overall.

Results follow in this order: TRHR agonist	RXFP1 antagonist	D1 agonist	D1 antagonist	RXFP1 ag	D2 PAM	D1 potentiator	Apoferritin bind	TRHR PAM
- O=C(Nc1ccc(N2CCOCC2)c(Cl)c1)c1cc(F)c(F)cc1Cl
    0.1	-9.2	0.3	nt	1.1%	-1.4	-0.9	?	16.2
- COc1ccc(-c2nc(C)ncc2-c2ccc(Cl)cc2)c(O)c1
    -0.1	-17.2	2.4	-12.5	-1.9%	3.1	0.1	-19.8%	2.3
- O=C(NCCOc1ccc(F)cc1)c1ccccc1SCc1ccccc1
    1.9	-31.3	12.5	-11.1	-0.1%	2.0	-4.1	3.4%	-6.8
- CCN(C(=O)CSc1nncn1-c1ccccc1)C1CCS(=O)(=O)C1 (stereo unspecified)
    0.0	8.4	0.1	-3.6	-0.3%	-0.7	-4.9	nt	2.8
- CC(=O)c1ccc(OCCCC(=O)Nc2ccc(C)c(S(=O)(=O)N3CCOCC3)c2)cc1
    0.0	-0.5	2.1	-15.6	2.5%	0.0	-7.5	nt	-1.4
- O=C(COc1ccc(S(=O)(=O)N2CCOCC2)cc1)N1CCN(c2ccccc2)CC1
    0.4	2.9	13.2	-6.7	0.7%	20.2	-1.9	-3.2%	-1.4
- Cc1cc(/C=N/n2cnnc2)c(C)n1-c1cc(Cl)ccc1Cl
    -0.4	2.1	6.3	-1.1	-0.7%	nt	1.1	-12.4%	-4.0

Entries of single compounds, looked up by structure. Screens in order: TRHR agonist	RXFP1 antagonist	D1 agonist	D1 antagonist	RXFP1 ag	D2 PAM	D1 potentiator	Apoferritin bind	TRHR PAM
`COc1ccc(-c2nc(C)ncc2-c2ccc(Cl)cc2)c(O)c1` is listed with -0.1	-17.2	2.4	-12.5	-1.9%	3.1	0.1	-19.8%	2.3
`CC(=O)c1ccc(OCCCC(=O)Nc2ccc(C)c(S(=O)(=O)N3CCOCC3)c2)cc1` is listed with 0.0	-0.5	2.1	-15.6	2.5%	0.0	-7.5	nt	-1.4

Exported with each value named: entries from further up.
> COc1ccc(-c2nc(C)ncc2-c2ccc(Cl)cc2)c(O)c1
  TRHR agonist: -0.1	RXFP1 antagonist: -17.2	D1 agonist: 2.4	D1 antagonist: -12.5	RXFP1 ag: -1.9%	D2 PAM: 3.1	D1 potentiator: 0.1	Apoferritin bind: -19.8%	TRHR PAM: 2.3
> O=C(NCCOc1ccc(F)cc1)c1ccccc1SCc1ccccc1
  TRHR agonist: 1.9	RXFP1 antagonist: -31.3	D1 agonist: 12.5	D1 antagonist: -11.1	RXFP1 ag: -0.1%	D2 PAM: 2.0	D1 potentiator: -4.1	Apoferritin bind: 3.4%	TRHR PAM: -6.8

Molecules shown so far that have four or more nitrogen atoms (2):
Results follow in this order: TRHR agonist	RXFP1 antagonist	D1 agonist	D1 antagonist	RXFP1 ag	D2 PAM	D1 potentiator	Apoferritin bind	TRHR PAM
- CCN(C(=O)CSc1nncn1-c1ccccc1)C1CCS(=O)(=O)C1 (stereo unspecified)
    0.0	8.4	0.1	-3.6	-0.3%	-0.7	-4.9	nt	2.8
- Cc1cc(/C=N/n2cnnc2)c(C)n1-c1cc(Cl)ccc1Cl
    -0.4	2.1	6.3	-1.1	-0.7%	nt	1.1	-12.4%	-4.0
